TNF necrop inh = blocks TNF-alpha induced death of Jurkat FADD-/- cells; Jurkat FADD-/- TNF necroptosis rescue, ATP luminescence, 24 h; 0 = TNF only, 100 = no-TNF cells; 220,000 tested, 0.068% active; activation (protection from cell death), % at 10 µM; AID 463075;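 active = activation, meaning protection from cell death, of at least 50% relative to plate controls; inactive = activation below 50%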;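 also: necroptosis triggered by 40 ng/mL TNF-alpha added together with compound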
CHOP inhibitor = CHOP inhibition in unfolded protein response. CHO-K1 CHOP-promoter luciferase, tunicamycin-induced, 15-18 h. inhibition, % at 10 µM. 220,000 tested, 3.8% active. AID 2732;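 active = compounds that reduced the stress-induced luciferase reporter signal by more than about 70% of percent inhibition, limit read from the data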;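 also: 0% = tunicamycin plus vehicle and 100% = wells without tunicamycin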
Mdm2 ligase inh = blocks human Mdm2 ubiquitin ligase activity. Q00987. cell-based MDM2 ubiquitination luciferase reporter, 2 h; 0 = plate control, 100 = twice control, blank-subtracted. signal enhancement, % at 5 µM. 210,000 tested, 0.11% active;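 active = signal enhancement of 30% or more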;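 also: luminescence tracks abundance of the self-degrading MDM2-luciferase fusion protein; higher signal means inhibition of MDM2 E3 ligase activity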
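Test system: stable mammalian line carrying autodegrading MDM2–luciferase fusion reporter; quantity: 2000 cells in each well; times: 4 h cell settling then 2 h compound exposure, 37 °C; detection: luminescence with SteadyLite reagent, 15 min at room temperature; evaluation: percent signal gain over controls, blank-subtracted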
EBV gp42 inh = blocks Epstein-Barr virus glycoprotein 42 binding. Q1HVG2. inhibition, % (tested at 21.74 µM). Fluorescence polarization binding assay, mP read-out. 220,000 tested, 0.42% active; in the data active = inhibition above about 50%
Target sequence (Q1HVG2 whole entry, looked up): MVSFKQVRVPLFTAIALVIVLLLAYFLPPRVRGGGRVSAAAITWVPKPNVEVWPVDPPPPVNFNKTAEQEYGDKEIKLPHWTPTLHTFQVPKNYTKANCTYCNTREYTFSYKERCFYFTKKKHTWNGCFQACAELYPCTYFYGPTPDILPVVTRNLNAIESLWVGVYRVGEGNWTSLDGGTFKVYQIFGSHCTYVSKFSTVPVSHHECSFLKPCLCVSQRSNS
Runt-SMMHC FRET = blocks binding of human RUNX1 Runt domain to CBFb-SMMHC; Q01196+Q13951; AID 1434; 220,000 tested, 0.74% active; inhibition, % at 20 µM; Cerulean-Runt/Venus-CBFb-SMMHC FRET ratio 530/480, 1 h;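 active = mean inhibition across duplicate retests at 20 µM reaching about 50%, limit read from the data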;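 also: 0% = DMSO wells and 100% = wells with excess untagged CBFb-SMMHC; inhibitors lower the FRET ratio by blocking Runt binding to CBFb-SMMHC; some results filed as inactive read as strong as hits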
Target sequence (Q01196 whole entry, looked up, the tested form may be a part): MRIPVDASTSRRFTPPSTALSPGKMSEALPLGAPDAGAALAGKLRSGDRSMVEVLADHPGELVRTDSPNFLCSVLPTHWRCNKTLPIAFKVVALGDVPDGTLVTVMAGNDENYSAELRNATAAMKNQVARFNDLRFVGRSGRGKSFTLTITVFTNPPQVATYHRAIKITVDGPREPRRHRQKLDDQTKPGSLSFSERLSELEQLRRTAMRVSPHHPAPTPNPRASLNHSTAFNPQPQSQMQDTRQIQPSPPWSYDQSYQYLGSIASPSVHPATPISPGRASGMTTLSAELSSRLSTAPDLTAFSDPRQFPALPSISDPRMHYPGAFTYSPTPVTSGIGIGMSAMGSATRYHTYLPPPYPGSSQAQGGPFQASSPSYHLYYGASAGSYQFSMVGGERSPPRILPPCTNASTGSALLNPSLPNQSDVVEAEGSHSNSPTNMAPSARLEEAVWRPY
Target sequence (Q13951 whole entry, looked up, the tested form may be a part): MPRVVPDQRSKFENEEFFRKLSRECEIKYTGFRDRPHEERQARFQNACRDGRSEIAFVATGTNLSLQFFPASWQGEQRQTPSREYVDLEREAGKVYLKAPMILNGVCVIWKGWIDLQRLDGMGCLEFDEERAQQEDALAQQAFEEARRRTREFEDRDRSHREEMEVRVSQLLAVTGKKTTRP
PPC-1+TRAIL kill = PPC-1 cancer cell killing with TRAIL present | PPC-1 cells + TRAIL, ATPLite viability luminescence | 220,000 tested, 0.41% active | cell killing (% activity), % at 4 µM | AID 1443;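 active = cell killing above 50% in the first pass at 4 µM, then a duplicate retest at 5 µM averaging 50% or more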;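 also: plate controls were cells with TRAIL plus DMSO for no effect and medium-only wells lacking cells for full effect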
TRPN1 ag = activates the zebrafish TRPN1 channel. HEK293 zebrafish TRPN1-YFP, Fluo-8 calcium fluorescence; 100% = response to 87 µM carbachol. activation, % at 3 µM. 220,000 tested, 0.18% active;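 active = activation above its plate's cutoff, the mean activation of test wells on that plate plus 3 SD, cut at about 19% in these data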;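 also: 0% = DMSO alone and 100% = 87 µM carbachol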
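Material: zebrafish TRPN1-YFP in HEK293 cells. Doses: one dose of 3 µM, 0.3% DMSO. Incubation: dye 1 h 37 °C plus 30 min RT. Measured by: intracellular calcium fluorescence with Fluo-8.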
TRPML3 agonist = activates the human TRPML3 channel; 220,000 tested, 0.29% active; AID 1448; HEK293 TRPML3-YFP, Fluo-8 calcium fluorescence; 100% = the carbachol control signal; activation, % at 3 µM; Q8TDD5;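 active = activation above its plate's cutoff, the mean activation of the plate's test wells plus 3 SD, cut at about 12% in these data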;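 also: 0% = DMSO only wells and 100% = carbachol wells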
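Test system: TRPML3-YFP stable HEK293 cells. Doses: single point at 3 µM. Incubation: dye loading 1 h 37 °C then 30 min ambient, 125 s read. Signal: Fluo-8 calcium dye fluorescence, ex 470-495, em 515-575 nm. Measure: percent activation from peak-to-basal fluorescence ratio, scaled between DMSO and carbachol.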
NCF1 inh = blocks human p47phox regulatory protein of NADPH oxidases; inhibition, % at 24.7 µM; P14598; p47phox/p22phox peptide binding, fluorescence polarization, 2 h; 220,000 tested, 0.53% active; AID 1274;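 active = inhibition above about 30%, limit read from the data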;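 also: 0% = p47phox with labelled peptide and 100% = labelled peptide alone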
* marks the source's active call; other numbers are inactive results; . = not tested or not shown; [ ] = dose if it differs, or a comment. An unsorted share of the library, and some 5.9% of all compounds hit somewhere here.

Below each SMILES: TNF necrop inh, CHOP inhibitor, Mdm2 ligase inh, EBV gp42 inh, Runt-SMMHC FRET, PPC-1+TRAIL kill, TRPN1 ag, TRPML3 agonist, NCF1 inh
1. S=C1NC(c2ccccc2)N2C(=S)NC(c3ccccc3)N12 (configuration not stated)
 : -2.0, 17.8, -37.5, -5.8, 3.0, 9.3, -0.5, -0.3, -20.0
2. O=C(Nc1ccc([N+](=O)[O-])cc1)Nc1ccc(Cl)cc1F
 : -0.9, 22.7, -23.5, -9.3, -1.7, 1.5, 1.2, 1.8, -48.0
3. COc1cc(CSc2nnnn2-c2ccc(C)cc2)cc(OC)c1OC
 : -13.1, ., -19.2, 1.3, 1.9, -4.1, 5.1, 3.3, -18.6
4. CCOC(=O)c1cnc2nc(NCc3ccc(OCc4ccccc4)cc3)[nH]n2c1=O
 : 1.1, 10.3, -27.0, -2.7, -0.2, 10.6, 1.6, 1.2, -7.1
5. CCc1ccccc1NC(=O)c1ccc(CN2CCC(Cc3ccccc3)CC2)cc1
 : -8.8, 63.0, -4.2, -6.4, -2.0, -1.2, 3.8, 3.0, -9.7
6. COc1ccc(N(CC(O)Cn2c(C)nc3ccccc32)S(=O)(=O)c2ccccc2)cc1 (configuration not stated)
 : 0.1, -17.1, 9.5, -19.8, 3.2, 19.9, -1.4, 0.4, -5.1
7. COc1ccc(NC(=O)C2CC(=O)NC(Nc3cccc(C)c3)=N2)cc1 (configuration not stated)
 : -0.5, 16.4, -5.5, -8.8, -2.3, -2.0, 0.6, 1.4, -11.1
8. CC(=O)c1ccc(NC(=S)N2c3ccccc3CC2C)cc1 (configuration not stated)
 : -0.2, 37.9, -23.1, 3.7, 1.3, -0.9, 0.5, 0.6, 5.4
9. c1ccc(-c2csc3ncnc(NCCN4CCOCC4)c23)cc1
 : -7.0, 35.9, -19.7, -7.8, 2.4, 13.6, 0.0, 0.8, 2.9
10. CCOC(=O)C1=C(O)C(=O)N(c2ccccc2)C1c1cccc([N+](=O)[O-])c1 (configuration not stated)
 : 4.7, 5.8, 3.6, -11.6, -0.4, -2.4, 0.1, 0.4, -8.3
11. Cc1cc(C)n2cc(CSc3ccc(Br)cc3)nc2n1
 : 0.0, -10.2, -27.1, -13.7, -0.8, 28.6, -0.2, -0.6, 6.9
12. COc1ccc(/C=C/C(=O)NCCOc2ccc(C)cc2)cc1
 : 0.5, -21.5, -13.1, -10.3, -0.1, 23.7, 1.5, -0.9, -11.8
13. CCn1cc(C(=O)O)c(=O)c2cc(F)c(N3CCN(C(=S)NC(=O)c4cccc(C)c4)CC3)cc21
 : 0.0, -5.9, -11.2, -0.5, 1.5, 16.6, 0.6, 0.4, -5.3
14. COc1ccc(N2CCN(Cc3oc(CO)cc(=O)c3O)CC2)cc1
 : 0.7, 44.6, -14.0, -8.6, -0.4, 5.1[5 µM], 0.3, 0.6, -4.4
15. Cc1cc(Oc2ccc(-c3ccccc3)cc2)nc(N2CCOCC2)n1
 : -2.0, 28.1, -13.2, -9.4, -4.4, -8.3, -0.1, 0.6, -4.0
16. Cc1ccc(-c2nc(SCC(=O)NCCN3C(=O)CSC3=O)[nH]c2-c2ccc(C)cc2)cc1
 : -6.1, 36.2, 17.4, 10.3, 2.2, 6.7, -1.5, -0.9, -19.8
17. CCOC(=O)Nc1cc2c(cc1C(C)=O)OCO2
 : -2.4, 51.2, -25.1, -13.9, 1.0, 12.9, 1.8, 0.5, 3.2
18. COC(=O)NNC(=S)Nc1ccc(Br)cc1
 : 0.7, 31.8, -1.0, -10.4, 0.7, -15.9, 1.0, 0.8, -7.5
19. CCOC(=O)Cn1nc(C)n(-c2ccc(F)cc2)c1=O
 : 2.2, 26.5, -6.4, -16.5, -0.6, -4.9, 0.2, 0.9, -5.7
20. COc1cnc(-c2ccccn2)nc1Oc1cccc(Cl)c1
 : -6.7, -5.8, -16.2, -3.9, 3.5, 4.5, -1.3, 0.2, 16.1

Below each SMILES: TNF necrop inh, CHOP inhibitor, Mdm2 ligase inh, EBV gp42 inh, Runt-SMMHC FRET, PPC-1+TRAIL kill, TRPN1 ag, TRPML3 agonist, NCF1 inh
21. CC(C)(C)NC(=O)CCCCCCCC(=O)NC(C)(C)C
 : -0.1, -17.8, -9.4, 1.4, -5.3, 13.2, 1.2, 1.0, 8.2
22. NC(=O)Cn1c(=O)oc2ccccc21
 : 0.6, 27.8, -3.6, -7.3, 3.2, 10.9, 0.5, 0.8, -4.9
23. O=C(NNc1cccc(Cl)n1)Nc1ccccc1F
 : 1.1, 8.5, -11.9, -7.1, -0.8, 0.8, 0.1, 0.5, -7.2
24. CCC1CCCCN1CCCNC(=O)c1cc2c(=O)[nH]c3ccccc3c2n1C (configuration not stated)
 : 2.4, -2.9, ., -4.0, 3.4, -22.8, -0.2, 0.9, -11.2
25. CCSc1nc2c(c(=O)[nH]1)C(c1cccnc1)C(C(=O)OC)=C(C)N2 (configuration not stated)
 : 0.9, 32.8, 0.0, -25.9, 1.6, 13.9, -1.2, 0.0, -22.2
26. COc1ccc(OC)c(N2C(=O)[C@@H]3C(c4ccccc4Cl)=NO[C@@H]3C2=O)c1
 : -1.6, 60.5, -31.8, 0.2, -2.8, 16.2, -0.2, 0.0, -1.2
27. CN1C(=O)C(O)(C2COC(C)(C)CC2=O)c2cc(Br)ccc21 (configuration not stated)
 : -5.9, 18.1, -11.4, -10.8, 2.5, -11.0, -1.1, -0.2, -7.0
28. FC(F)(F)c1ccc(Oc2ccccc2Cl)nc1
 : 0.1, 24.1, 2.0, 7.4, -2.2, 14.4, 1.6, 1.2, 5.1
29. Cc1ccc(N=Cc2c(O)cc(C)oc2=O)c(C)c1
 : -0.5, 34.0, -14.7, 6.7, -43.9, -8.7, 1.6, 0.8, -6.8
30. CCCOC(=O)Nc1ccccc1C(N)=O
 : -1.2, 4.1, -22.5, -20.4, -3.3, 15.0, -0.1, 0.5, 1.8
31. Cc1ccc(C2C(C#N)=C(N)Oc3c2oc(CO)cc3=O)o1 (configuration not stated)
 : ., 18.3, 1.7, -12.9, -22.6, 2.4, ., ., -2.8
32. Cc1ccc(CNC(=O)CCS(=O)(=O)c2ccc(Br)s2)o1
 : 0.6, -3.9, 8.9, -11.5, -3.2, 8.1, -0.5, -0.6, -5.8
33. CC(=O)Nc1ncc(Cc2cccc(Cl)c2Cl)s1
 : -8.6, 10.3, 4.2, -5.7, 0.8, -0.1, -0.2, 0.1, 3.8
34. O=C(OCc1nnc(-c2ccccc2)o1)c1ccc2c(c1)OCO2
 : -2.0, 4.8, -7.4, -25.8, -7.4, 7.7, 0.4, -0.2, -8.7
35. CCCC1OC23CCCCC2C(C#N)(C(=N)O3)C1(C#N)C#N (configuration not stated)
 : -2.7, -20.3, -7.5, -19.2, 33.2, 21.0, 0.3, 0.4, -8.6
36. Cc1cccc(-n2c(O)cnc2Nc2nc(C)cc(C)n2)c1
 : 0.9, 37.9, 16.4, 0.4, 2.1, 10.0, 1.2, 1.5, 39.7*
37. Fc1cccc(CSc2ccc3nnc(-c4cccnc4)n3n2)c1
 : -3.9, 23.1, -26.4, -26.0, 1.2, 12.4, 0.4, 0.6, -3.6
38. CC(=O)Nc1ccc(NC(=O)CCSCCc2ccccn2)cc1
 : -0.8, -6.0, -20.5, 2.2, -2.5, -19.4, -0.5, 0.7, 0.8
39. O=C(Nc1ccccc1O)c1c(O)c2c([nH]c1=O)CCCC2
 : -2.4, 103.2*, -19.4, -18.7, -0.5, 19.9, 1.3, 1.3, -6.9
40. O=C(NC1CCCCC1)NC1CC2CCC(C1)N2C(=O)NCc1ccccc1 (configuration not stated)
 : 1.1, -11.2, -2.2, 0.7, -9.7, 5.5, 0.9, 1.3, -4.0

Below each SMILES: TNF necrop inh, CHOP inhibitor, Mdm2 ligase inh, EBV gp42 inh, Runt-SMMHC FRET, PPC-1+TRAIL kill, TRPN1 ag, TRPML3 agonist, NCF1 inh
41. CSCCC(NC(=O)c1ccccc1)C(=O)NCc1ccco1 (configuration not stated)
 : -0.5, 0.3, 3.8, -18.9, 0.6, -8.4, 0.4, 1.0, 12.0
42. CCc1cc(-c2n[nH]c(=S)n2-c2cccc(C)c2)cs1
 : -0.2, -23.1, -17.9, -13.2, 15.7, 11.4, -2.2, -1.2, -15.4
43. FC(F)Sc1nnc(-c2cccs2)n1-c1ccccc1
 : -1.5, 40.3, -20.7, -15.4, -2.4, 4.1, -0.3, -0.4, -11.0
44. c1ccc(N2CCN(c3ccccc3)C2c2cccs2)cc1
 : 0.7, 28.0, 36.3*, -5.8, -5.1, 27.8, -1.6, -0.9, -11.5
45. COc1cccc(NC(=S)N2CCN(c3ccccn3)CC2)c1
 : 0.7, 5.3, 6.8, -14.2, 2.2, -7.2, -0.4, 0.9, -5.6
46. CC1(C)CC(=O)C(C=NC2CC(C)(C)NC(C)(C)C2)=C(O)C1
 : -1.2, -5.8, -11.6, -15.0, 2.2, 14.4, 1.5, 0.7, -0.9
47. O=C1CCCN1CCC1CCN(C(=O)Nc2ccccc2)CC1
 : -0.5, 17.9, -15.6, -22.3, -4.2, -2.0, 0.4, 0.5, -11.6
48. O=C(NC(=S)N1CCN(c2ccccn2)CC1)c1ccccc1
 : -0.8, 4.4, -1.4, -12.7, -0.4, 20.0, 1.8, -0.2, -10.7
49. CC(C)(C)CC(=O)Nc1cccc2c1CCCC2
 : 2.6, 40.6, -8.4, -10.4, 1.8, 10.3, -0.2, 0.3, -4.9
50. O=C(NCCN1CCCCCC1)C1CCC(CNS(=O)(=O)c2cccc3cccnc23)CC1 (configuration not stated)
 : 0.1, 11.3, -13.3, -18.7, 2.8, 6.4, 1.6, 1.1, 6.3
51. Nc1nc(SCC(=O)c2cccc([N+](=O)[O-])c2)n[nH]1
 : -0.3, 0.2, 2.6, -7.2, 1.9, 9.9, -0.6, 1.1, 0.6
52. CCc1cc(C(=O)N/N=C/c2c(C)[nH]c3ccccc23)cs1
 : -0.7, 45.7, -1.0, 12.8, -0.8, 15.1, 1.0, -0.1, -3.3
53. CCOC(=O)C1=C(C)N=c2s/c(=C3\C(=O)Nc4ccccc43)c(=O)n2C1c1ccc2c(c1)OCO2 (configuration not stated)
 : -3.3, 54.8, -18.9, -1.5, -3.8, -11.2, 0.3, 0.0, -14.7

Screening results: PubChem BioAssay, several laboratories
